Compound activity: PubChem BioAssay, National Center for Advancing Translational Sciences (NCATS)
LMNA splice mod: modulators of lamin A splicing. 200,000 tested, 0.01% active. HeLa LMNA splicing GFP/RFP minigene ratio, 48 h. Potency, µM (series often up to 46.1 µM), inactives show top-dose ratio change, negative = inhibition, hits mostly inhibitors; active means well fitted inhibition curve with a large enough effect in the signal ratio, with a control signal flat, not every such curve was filed as active; inconclusive means small, poorly fitted or top-dose-only effect, or effect the other way, or a change in a side signal; the % refers to the signal ratio; further: potency means the concentration at half of the fitted maximal effect; on the % scale 0 is the no-effect control and ±100 the full control effect
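S3 HeLa cells stably expressing lamin A-EGFP splicing minigene plus DsRed2, 600 cells/well, 48 h compound exposure at 37C. Laser-scanning cytometry; analysed as GFP (500-530 nm)/RFP (575-640 nm) total intensity ratio; 0.5% DMSO vehicle.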
HTT cytoprotect: Huntington cell model cytoprotection by ATP luminescence; PC12 HTT-Q103 induced, cytoprotection, ATP luminescence, 40 h; Potency, µM (top dose mostly 56.4 µM), for the others: cytoprotection (ATP increase), hits mostly activators; 230,000 tested, 0.14% active; AID 1471;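 further: potency means the concentration at half of the fitted maximal effect; % of control where 0% means no effect; nearly all actives have a fitted effect of over 45% in size; toxic huntingtin expression switched on by the ecdysone agonist tebufenozide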
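PC12 cells with ecdysone-inducible HTT exon 1 Q103-GFP, induced with 100 nM tebufenozide and co-treated with library compounds in a dose series (1536-well, 1500 cells/well). Cytoprotection read as ATP content by ATPlite luminescence.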
GAA inh: blocks human lysosomal alpha-glucosidase | P10253 | purified human GAA, 4-MU-alpha-glucoside fluorescence | Potency, µM (series often up to 76.9 µM), for inactives: at the highest dose activity change, negative = inhibition, hits mostly inhibitors | 200,000 tested, 0.005% active;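 further: potency means the concentration at half of the fitted maximal effect; plate controls were uninhibited enzyme wells for no effect and no-enzyme background for full effect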
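Activity normalized between no-enzyme (basal) and enzyme-only wells. Conditions: 4 nM human enzyme, 400 uM fluorogenic substrate, citrate/phosphate pH 5.0 with Tween-20, 20 min room temperature, compounds up to 77 uM.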
HTT aggregate: reduces HttQ103-GFP aggregates in PC12 cells | Potency, µM (titrated, usually from 46.1 µM), inactives show top-dose activity change, negative = inhibition, usual class: inhibitors | PC12 HttQ103-GFP aggregates, Acumen cytometry, 40 h | 220,000 tested, 1.1% active; further: potency means the concentration at half of the fitted maximal effect; on the % scale 0 is the no-effect control and ±100 the full control effect; nearly all actives have a fitted effect of over 60% in size
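Multiplexed with ATP-based cell death, this channel scores GFP aggregates in PC12 cells expressing inducible HTTex1-Q103-GFP. Induction used 100 nM tebufenozide; compounds were tested in concentration series.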
GAA glycogen mod: GAA glycogen-cleavage inhibition or activation | P10253 | Potency, µM (top dose mostly 76.4 µM), without a hit: at the highest dose activity change, negative = inhibition, most hits filed as inhibitors | AID 2100 | recombinant GAA, glycogen substrate, Amplex Red glucose oxidase fluorescence | 300,000 tested, 0.38% active;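 further: potency means the concentration at half of the fitted maximal effect; 0% = full enzyme reaction and -100% = no-enzyme basal signal; the screen sought inhibitors and activators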
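Recombinant human alpha-glucosidase (4 nM final) hydrolysed bovine liver glycogen (30 ug) for 40 min at 37 C in pH 5.0 citrate/phosphate with 0.01% Tween-20. Released glucose detected by glucose oxidase/Amplex Red, Ex 573/Em 610 nm. Compounds up to 77 uM; AC50 from Hill fits.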
CBFb-RUNX1 inh: CBF-beta/RUNX1 interaction disruption. Q01196+Q13951. 230,000 tested, under 10 active. Potency, µM (doses to about 59.8 µM), inactives show at the highest dose activity, negative = inhibition, most hits filed as inhibitors. AID 1477. AlphaScreen CBFb-His/RUNX1-biotin binding, biochemical; further: % of control where 0% means no effect
Target sequence (Q01196 whole entry, looked up): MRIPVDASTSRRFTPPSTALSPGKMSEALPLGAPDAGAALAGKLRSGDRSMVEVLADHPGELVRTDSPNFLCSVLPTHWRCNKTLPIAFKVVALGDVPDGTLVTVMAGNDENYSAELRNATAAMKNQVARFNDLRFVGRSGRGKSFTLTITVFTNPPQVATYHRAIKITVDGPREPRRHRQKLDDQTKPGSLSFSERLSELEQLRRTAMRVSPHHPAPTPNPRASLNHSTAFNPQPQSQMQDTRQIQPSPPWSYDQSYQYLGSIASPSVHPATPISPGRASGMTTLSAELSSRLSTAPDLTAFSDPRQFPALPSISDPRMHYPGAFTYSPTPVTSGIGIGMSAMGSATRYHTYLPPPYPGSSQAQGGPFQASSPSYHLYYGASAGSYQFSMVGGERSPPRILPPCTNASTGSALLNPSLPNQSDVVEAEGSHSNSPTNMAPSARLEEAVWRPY
Target sequence (Q13951 whole entry, looked up): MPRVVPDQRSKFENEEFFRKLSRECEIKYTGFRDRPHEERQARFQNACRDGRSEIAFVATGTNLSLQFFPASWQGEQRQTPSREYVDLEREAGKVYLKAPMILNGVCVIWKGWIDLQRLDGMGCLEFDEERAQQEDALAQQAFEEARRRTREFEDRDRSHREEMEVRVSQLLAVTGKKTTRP
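Inhibition was taken as any reduction in AlphaScreen signal from the CBF-beta–RUNX1 pair (His and biotin tags, 30 nM each), measured after compound (15 min) and bead (90 min) incubations at room temperature.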
aGlu spleen mod: lysosomal alpha-glucosidase (human) modulation; 240,000 tested, 0.006% active; human spleen homogenate, 4-MU-alpha-glucoside fluorescence; AID 2112; Potency, µM (titrated, usually from 79.9 µM), for inactives: top-dose activity change, negative = inhibition, usual class: inhibitors;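 further: potency means the concentration at half of the fitted maximal effect; 0% = enzyme with vehicle and -100% = no enzyme basal signal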
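Human spleen homogenate (1 ug) incubated with compounds and 1 mM 4-methylumbelliferyl-alpha-D-glucopyranoside in pH 5.0 citrate/phosphate buffer, 37 C, 40 min. Stopped at pH 10; 4-MU fluorescence (Ex 365/Em 440 nm); AC50 by Hill fit.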
* marks the source's active call; other numbers are inactive results; ? = inconclusive; nt = no result given; [ ] = another dose, or the depositor's remark. Unless noted, the call rests on the fitted dose curve; in most records, active means well fitted curve in the direction sought with a large enough effect; inconclusive means small, poorly fitted or top-dose-only effect, or another doubt; inactive means no such curve, though single readings can be large; an effect the other way counts as inactive or inconclusive.

SMILES	LMNA splice mod	HTT cytoprotect	GAA inh	HTT aggregate	GAA glycogen mod	CBFb-RUNX1 inh	aGlu spleen mod
O=C(NCc1cccs1)c1cc2ccccc2o1	-9%	-8%	?	-19%	7%	6%	-1%
CCCN1CNC(=S)N(c2ccccc2OC)C1	-7%	15%[10 µM]	-2%	10%	11%	-2%	-4%
CN(C)S(=O)(=O)c1ccc(C(=O)Nc2nc(-c3cccs3)cs2)cc1	-12%	-14%	-7%	2%	5%	-1%	0%
O=C(NNS(=O)(=O)c1ccc(Br)cc1)C1CCCCC1	4%[46 µM]	-16%	-4%	4%	-1%	-4%	0%
CCN(CC)C(=O)CSc1nc(C)cc(-c2cccs2)c1C#N	0%	-30%	?	1%	-9%	6%	-17%
c1ccc(-c2nccc(-c3ccco3)n2)nc1	-5%[46 µM]	-3%[10 µM]	8%	8%	16%	nt	4%
O=C1CC(c2ccccc2)CC(=O)C1Sc1ccc(Cl)cc1 (centres undefined)	5%	nt	-8%	2%	4%	0%	5%
O=C(COc1ccccc1C(=O)N/N=C\c1ccc(O)c(O)c1)N/N=C/c1ccc(O)c(O)c1	11%	-22%	-6%	-18%	3.1µM*	nt	-21%
COc1ccc(Cc2nnc(N/N=C/c3ccc(N(C)C)cc3)[nH]c2=O)cc1OC	nt	6%[10 µM]	nt	0%[9.22 µM]	-4%	-8%	2%
COc1cc2nc3c(c([Si](C)(C)C(C)(C)C)c2cc1OC)Cn1c-3cccc1=O	nt	-30%[inhibitor]	nt	nt	nt	11%	-5%
COC(=O)C(Cc1c[nH]c2ccccc12)NC(=O)CNC(C)=O (centres undefined)	7%	5%	-2%	5%	4%	0%	-6%
O=C(Oc1ccc(N2C(=O)CCC2=O)cc1)c1ccccc1	-1%	5%[10 µM]	1%	0%	-4%	2%	2%
CCCCOC(=O)CCNc1n[nH]c(=O)[nH]c1=O	?	2%	2%	0%	5%	9%	6%
Cc1ccc(NC(=O)c2ccn(C)n2)c(Br)c1	?	26%[10 µM]	2%	17%	8%	-6%	4%
O=C1CN(C(=O)CNC(=O)c2cccc(Cl)c2)c2ccccc2N1	-12%[46 µM]	-47%[inhibitor]	3%	-20%	1%	4%	6%
Cc1cc2cc(CNC(=O)c3ccc(S(=O)(=O)N(C)C)cc3)ccc2n1C	-9%	-6%[10 µM]	-2%	-8%	1%	-14%	-1%
COc1cc(OC)cc(C(=O)NCCN2C(=O)S/C(=C\c3cccs3)C2=O)c1	?	-22%	1%	?	6%	-17%	5%
Nc1nc(NCc2ccco2)nc(Nc2cccc(F)c2)c1[N+](=O)[O-]	-2%[46 µM]	10%[10 µM]	-6%	2%[9.22 µM]	7%	2%	-3%
CN(C)NC(=S)NC1CC2CCC1C2 (centres undefined)	nt	-4%[10 µM]	nt	7%[9.22 µM]	3%	1%	4%
COc1ccccc1CNC(=O)c1ccc(SC)cc1OC	-10%	-18%	-2%	-20%	6%	1%	-4%
COc1ccc(/C=C(/NC(=O)c2ccccc2)C(=O)N/N=C/c2ccc3c(c2)OCO3)cc1OC	9%	-4%	1%	?	-4%	-5%	-8%
Cc1ccc(Nc2ncnc3c2nnn3Cc2ccccc2)cc1	nt	-25%[10 µM]	-5%	17%[9.22 µM]	-1%	-1%	-2%
COc1ccc(/C=C2\N=C(c3c(-c4ccccc4)noc3C)OC2=O)cc1OC	0%	-21%	7%	7%	4%	1%	-3%
Cc1cccc(CNc2ccnc(-c3cccnc3)n2)c1	-18%	-4%	nt	nt	nt	nt	8%
CC1CCC(C(=O)O)NC1c1cccc(N2CCCC2=O)c1 (centres undefined)	nt	3%[10 µM]	nt	nt	nt	7%[13.1 µM]	4%[17.4 µM]
COc1cccc(NC(=S)NC2CC3CCCC(C2)N3C2CCCC2)c1 (centres undefined)	1%[46 µM]	13%[10 µM]	8%	-6%[9.22 µM]	-1%	12%	-4%
CCc1ccc(NC(=O)N(Cc2ccco2)C(C)c2cccs2)cc1 (centres undefined)	?	-12%	2%	-24%	-12%	5%	-5%
CC12C=C(/C=C/c3ccc(C(F)(F)F)cc3)C(C)(C1)C(c1ccc(C(F)(F)F)cc1)CC2=O (centres undefined)	nt	-7%[10 µM]	nt	nt	nt	-2%[13.1 µM]	-2%[17.4 µM]
CC12C=C(/C=C/c3ccccc3)C(C)(C1)C(c1ccccc1)CC2=O (centres undefined)	nt	6%[10 µM]	nt	nt	nt	-1%[13.1 µM]	-1%[17.4 µM]
Cc1noc(C)c1-c1nccc(-n2ccnc2)n1	?	3%	nt	nt	nt	nt	1%
COc1ccc(NC(=O)CNS(=O)(=O)c2ccc3nc(C)sc3c2)c(OC)c1	-3%	-6%	-10%	23%	-7%	0%	1%
Fc1ccccc1CSc1ncnc2c1oc1ccccc12	?	-23%	-8%	-3%	13%	7%	2%
O=C1CCCCCN1CP(=O)(O)CCc1ccccc1	1%	6%	?	-4%[9.22 µM]	-1%	1%	-5%
O=C(c1cccc(-c2ccc(O)cc2)c1)N1CCN(c2ccc(F)cc2)CC1	1%[46 µM]	-15%	6%	-1%[9.22 µM]	-16%	-1%	-11%
Cc1ccc(CNC(=O)CS(=O)Cc2nc(-c3cccs3)oc2C)cc1 (centres undefined)	-13%	-32%	-6%	7%	-4%	-11%	6%
NS(=O)(=O)c1ccc(NC(=O)COC(=O)c2cc3ccccc3cc2O)cc1	nt	6%[10 µM]	nt	-1%[9.22 µM]	2%	0%	-2%

An excerpt from above, reduced to HTT cytoprotect and GAA glycogen mod:
| SMILES | HTT cytoprotect | GAA glycogen mod |
| --- | --- | --- |
| CC1CCC(C(=O)O)NC1c1cccc(N2CCCC2=O)c1 (centres undefined) | 3%[10 µM] | nt |
| COc1cccc(NC(=S)NC2CC3CCCC(C2)N3C2CCCC2)c1 (centres undefined) | 13%[10 µM] | -1% |

The results go on:
SMILES	LMNA splice mod	HTT cytoprotect	GAA inh	HTT aggregate	GAA glycogen mod	CBFb-RUNX1 inh	aGlu spleen mod
C/C(CCc1oc2ccccc2c1-c1ccc(C)o1)=N/O	?	-9%	-30%	-21%	-2%	6%	3%
CC(C)OC(=O)C(C)Nc1ccc(F)c(Cl)c1 (centres undefined)	nt	8%[10 µM]	nt	25%[9.22 µM]	1%	13%	4%
CCCCOC(=O)CSC(=S)N(C)Cc1cccs1	-14%	-24%[10 µM]	0%	20%	-12%	-12%	1%
CCCS(=O)(=O)c1c(S(=O)(=O)CCC)c2ccccn2c1C(=O)OC	10%	1%	-19%	?	-4%	3%	-2%
COc1ccc(C(=O)NCCN2C(=O)S/C(=C\c3cccnc3)C2=O)c(OC)c1OC	1%	23%[10 µM]	-1%	19%	18%	-10%	1%
Cc1cc2oc(C(=O)NCc3ccc(S(N)(=O)=O)cc3)c(C)c2cc1C	nt	-13%	-5%	-24%	5%	3%	-1%
COc1cc(C(=O)NC(=S)Nc2ccc(Cl)c(C(=O)O)c2)cc(OC)c1OC	9%	17%	-6%	-6%	2%	8%	-5%
COc1ccc(OC)c(NC(=O)c2cnc(Nc3ccccc3OC)c3ccccc23)c1	?	nt	-4%	1%	-15%	?	8%
CCn1c(COc2ccc(OC)cc2)nc2ccccc21	10%	-41%[inhibitor]	2%	12%	-2%	0%	-13%
O=C(O)c1cccc(-n2c(-c3cnccn3)n[nH]c2=S)c1	nt	nt	3%	7%	-3%	20%	2%
CCCC[n+]1ccn(C2=C([O-])c3ccccc3C(=O)/C2=N\S(=O)(=O)c2ccccc2)c1	-2%	-98%[inhibitor]	3%	?	-3%	-5%	-12%
COCCCNC(=O)/C(C#N)=C1\N=C(NC(=O)c2cccs2)c2ccccc21	nt	-10%[10 µM]	-7%	-3%[9.22 µM]	-6%	-2%	-5%
CCC(=O)Nc1c2c(nn1-c1ccccc1C)CSC2	-11%	12%[10 µM]	-7%	18%	3%	4%	2%
Cc1ccc(-c2nc(C3CCCN(S(=O)(=O)c4ccc(C)cc4)C3)no2)cc1 (centres undefined)	?	-8%	?	?	-12%	22%	-1%
CC1CN(CCCCOc2ccc(F)cc2)CC(C)O1 (centres undefined)	?	-21%	-2%	?	2%	17%	2%
COC(=O)CSc1nc2nc(C)cc(C)n2n1	-13%	-5%	2%	-10%	5%	3%	-5%
NNC(=O)c1nc(Cl)c(Cl)c(N)c1Cl	nt	-1%[10 µM]	nt	-11%[9.22 µM]	-5%	12%	-1%
COc1ccccc1CNS(=O)(=O)c1cccc(S(=O)(=O)N2CCOCC2)c1	-6%	-24%[10 µM]	?	22%	-6%	7%	-2%
COc1ccc(NC(=O)CO/N=C(\C)c2cccs2)cc1	2%[46 µM]	6%[10 µM]	7%	21%	23%	11%	-1%
COc1ccc(C(=O)Nc2ccc(-n3nncc3C(C)(C)C)cc2)cc1	nt	-18%	1%	-20%	4%	-1%	4%
CCCCOc1ccccc1C(=O)NCC(=O)O	-4%	-18%[10 µM]	3%	-5%	12%	7%	0%
NCCCCCC(=O)O	?	-44%[inhibitor]	nt	-9%[20.6 µM]	nt	-8%	-2%
COC(=O)/C=C1/N/C(=N\c2nc(C)cc(C)n2)N(c2ccccc2)C1=O	-16%	-19%[10 µM]	-4%	?	9%	-4%	-4%
COCCCNC(=O)Cn1nnc(-c2ccc(NC(=O)c3cccnc3)cc2)n1	-2%[46 µM]	-3%	8%	4%	2%	0%	8%
Cc1ccc(N2CC(=O)N(c3ccc(C)cc3)CC2=O)cc1	nt	-2%[10 µM]	-3%[15.4 µM]	-15%[9.22 µM]	8%	1%	5%
O=C(Nc1ccccc1N1CCN(C(=O)c2ccc(Cl)cc2)CC1)c1ccc(Br)cc1	3%	-36%	-2%	-2%	0%	-12%	1%
CCC(CC)NC(=O)CSc1nnc(-c2c[nH]c3ccccc23)o1	nt	-27%	3%	-9%	-6%	13%	nt
CCCN=C(Nc1ccc(Cl)cc1)c1cccnc1	4%	-16%	-2%	9%	3%	4%	-5%
O=C(c1cc(-c2ccco2)nn1-c1cccc(Cl)c1)N1CCCCC1	1%	-1%[10 µM]	?	31%	0%	-23%	-5%

Single values from the entries so far.
For aGlu spleen mod, `Cc1ccc(N2CC(=O)N(c3ccc(C)cc3)CC2=O)cc1` is entered as 5%
For GAA inh, `CCC(CC)NC(=O)CSc1nnc(-c2c[nH]c3ccccc23)o1` is entered as 3%
For GAA glycogen mod, `O=C(c1cc(-c2ccco2)nn1-c1cccc(Cl)c1)N1CCCCC1` is entered as 0%
For LMNA splice mod, `CCCN=C(Nc1ccc(Cl)cc1)c1cccnc1` is entered as 4%
